Screening results deposited in PubChem BioAssay by National Center for Advancing Translational Sciences (NCATS).
Ub-GFP proteasome – Ubiquitin-GFP Assay | Ubiquitin-GFP reporter cells, proteasome inhibition, GFP fluorescence; response scale: untreated = 0%, 10 µM MG-132 = 100% | Potency, µM (highest dose often 45.9 µM), inactives show at the top dose activation (GFP accumulation), usual class: activators | 67,000 tested, under 10 active; active = well fitted activation curve with a large enough effect, not every such curve was filed as active; inconclusive = small, poorly fitted or top-dose-only effect, or another doubt; inactive = no such curve, though single readings can be large or run the other way; also: potency is read from the fitted curve at half-maximal effect
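Proteasome block read as GFP accumulation: ubiquitin(G76V)-GFP U2OS cells exposed to compound (2.9 nM–46 uM) for 4 hr at 37 C. Normalization used untreated cells as 0% and 10 uM MG-132 as 100%; concentration-response curves fitted.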
HADH2 inhib – qHTS Assay for Inhibitors of HADH2 (Hydroxyacyl-Coenzyme A Dehydrogenase, Type II); hit rate 3.4% among 73,000; AID 886, 2007; 3-hydroxyacyl-CoA dehydrogenase type-2 (Homo sapiens), Q99714; Potency, µM (series often up to 57.1 µM), for the others: at the highest dose activity change, negative = inhibition, actives largely listed as inhibitors; recombinant HADH2, NADH fluorescence, beta-hydroxybutyryl-CoA; also: potency is read from the fitted curve at half-maximal effect; % is scaled to controls: 0 for no effect and ±100 for the full control effect; nearly all actives have a fitted effect of over 60% in size; many of its hits are not listed in these tables
Target sequence (Q99714 whole entry, looked up, one chain of several): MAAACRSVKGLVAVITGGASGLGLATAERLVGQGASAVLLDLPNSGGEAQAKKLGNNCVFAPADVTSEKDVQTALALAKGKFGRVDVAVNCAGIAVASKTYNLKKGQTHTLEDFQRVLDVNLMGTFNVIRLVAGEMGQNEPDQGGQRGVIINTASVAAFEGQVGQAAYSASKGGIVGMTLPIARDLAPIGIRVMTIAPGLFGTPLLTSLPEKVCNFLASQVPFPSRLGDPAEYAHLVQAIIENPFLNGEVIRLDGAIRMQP
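Read-out: 360 nm excitation, 450 nm emission, kinetic over 4 min. Conditions: His-tagged human HADH2 20 nM, pH 9.0 Tris with Tween-20, 1 mM NAD+, 90 uM beta-hydroxybutyryl-CoA.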
HBB splice mod – qHTS Assay for Modulators of Hemoglobin Beta Chain Splicing; AID 925, 2007; Potency, µM (series often up to 46.1 µM), inactives show top-dose activation, hits mostly activators; hit rate 0.06% among 65,000; HBB splicing reporter cell assay, activation; EGFP reporter with mutant IVS2-654 intron; response scale: normalised to 500 nM splice-correcting PNA; also: potency is read from the fitted curve at half-maximal effect; 0% is about no effect
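HeLa cells stably expressing EGFP interrupted by mutant beta-globin intron 2 (IVS2-654), 500/well in 2% FCS. Treated with compound for 2 days at 37C. Splicing correction scored as total well GFP intensity (488 nm excitation, 500-520 nm emission); 500 nM antisense PNA served as control.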
GFP derepression – qHTS Assay for Epigenetic Modulators. mouse C127i GFP locus derepression, cytometry, 30 h. Potency, µM (highest dose often 46.1 µM), inactives show top-dose GFP derepression (activation). hit rate 0.09% among 68,000; also: % of control where 0% means no effect
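Read-out is the number of GFP-positive cells, scored as fluorescent objects 20 to 120 um wide, reflecting derepression of a silenced CMV-GFP reporter in murine C127i cells after 30 h compound exposure at 37 C.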
4MU fluor – qHTS Assay for Spectroscopic Profiling in 4-MU Spectral Region; compound autofluorescence, 340/450 nm, 4-MU equivalents; hits give high values; max dye-equivalent concentration, M; hit rate 11% among 59,000; AID 589, 2007; in the data active = max dye-equivalent concentration above about 10 nM; inconclusive = mostly about 1.1 nM to 9.6 nM
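Compounds in 100 mM Tris, pH 8.0, incubated 15 min at room temperature, then fluorescence read at 340 nm excitation/450 nm emission. Signal converted to 4-MU dye-equivalent concentration using an on-plate six-point 4-MU standard curve.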
Rhodamine fluor – qHTS Assay for Spectroscopic Profiling in Rhodamine Spectral Region. Rhodamine-region fluorescence, 547/598 nm, Tris buffer; hits give high values. max dye-equivalent concentration, M. hit rate 0.05% among 59,000. AID 594, 2007; in the data active = max dye-equivalent concentration above about 11 nM; inconclusive = between about 1.1 nM and that limit
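Intensities are converted to rhodamine-equivalent concentration using a six-point rhodamine standard on each plate. Compounds sit 15 min at room temperature in 100 mM Tris buffer, pH 8.0; read uses the 547/598 nm excitation/emission pair.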
DNA Pol III inh – qHTS Assay for Inhibitors of DNA Polymerase III Holoenzyme System; Potency, µM (top dose mostly 57.1 µM), without a hit: at the highest dose activity change, negative = inhibition; reconstituted DNA polymerase III holoenzyme replication, biochemical; hit rate 0.25% among 71,000; AID 603, 2007; also: potency is read from the fitted curve at half-maximal effect; % is scaled to controls: 0 for no effect and ±100 for the full control effect
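Reconstituted *E. coli* holoenzyme (0.35 nM Pol III, 1 nM beta, 154 nM SSB, 2 nM primase) was preincubated with compound for 15 min at RT. Synthesis on 1.4 nM ssM13Gori ran 35 min, then was stopped with PicoGreen/EDTA and read as dsDNA fluorescence.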
Hsp90 Hop PPI – qHTS Assay for Disrupters of an Hsp90 Co-Chaperone Interaction | Potency, µM (doses to about 57 µM), without a hit: at the highest dose activity change, negative = inhibition | AlphaScreen TPR2A-His6 binding biotin-Hsp90 C-terminal peptide | Hsp90 C-terminal peptide / TPR2A (Hop) interaction, human | hit rate 0.44% among 71,000; active = well fitted curve in either direction with a large enough effect; inconclusive = small, poorly fitted or top-dose-only effect, or another doubt; also: potency is read from the fitted curve at half-maximal effect; % is scaled to controls: 0 for no effect and ±100 for the full control effect; many of its hits are not listed in these tables
Fluorescein fluor – qHTS Assay for Spectroscopic Profiling in Fluorescein Spectral Region. Compound autofluorescence, 480/540 nm, fluorescein-equivalent; hits give high values. max fluorescein-equivalent concentration, M. hit rate 0.91% among 59,000; in the data active = max fluorescein-equivalent concentration above about 10 nM; inconclusive = between about 1.1 nM and that limit
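Fluorescein stocks ranging 3 mM down to 300 nM, plus DMSO blanks, were pinned alongside compounds to build a per-plate standard curve. Buffer: 100 mM Tris, pH 8.0. Incubation 15 min, room temperature; filters 480/540 nm.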
ALOX15 inhib – qHTS Assay for Inhibitors of 15-hLO (15-human lipoxygenase); Potency, µM (highest dose often 57.1 µM), for inactives: at the top dose activity change, negative = inhibition, hits mostly inhibitors; purified 15hLO-1, xylenol orange hydroperoxide absorbance; hit rate 1.4% among 74,000; Polyunsaturated fatty acid lipoxygenase ALOX15 (Homo sapiens), P16050; also: potency is read from the fitted curve at half-maximal effect; % is scaled to controls: 0 for no effect and ±100 for the full control effect; nearly all actives have a fitted effect of over 55% in size
Target sequence (P16050 whole entry, looked up): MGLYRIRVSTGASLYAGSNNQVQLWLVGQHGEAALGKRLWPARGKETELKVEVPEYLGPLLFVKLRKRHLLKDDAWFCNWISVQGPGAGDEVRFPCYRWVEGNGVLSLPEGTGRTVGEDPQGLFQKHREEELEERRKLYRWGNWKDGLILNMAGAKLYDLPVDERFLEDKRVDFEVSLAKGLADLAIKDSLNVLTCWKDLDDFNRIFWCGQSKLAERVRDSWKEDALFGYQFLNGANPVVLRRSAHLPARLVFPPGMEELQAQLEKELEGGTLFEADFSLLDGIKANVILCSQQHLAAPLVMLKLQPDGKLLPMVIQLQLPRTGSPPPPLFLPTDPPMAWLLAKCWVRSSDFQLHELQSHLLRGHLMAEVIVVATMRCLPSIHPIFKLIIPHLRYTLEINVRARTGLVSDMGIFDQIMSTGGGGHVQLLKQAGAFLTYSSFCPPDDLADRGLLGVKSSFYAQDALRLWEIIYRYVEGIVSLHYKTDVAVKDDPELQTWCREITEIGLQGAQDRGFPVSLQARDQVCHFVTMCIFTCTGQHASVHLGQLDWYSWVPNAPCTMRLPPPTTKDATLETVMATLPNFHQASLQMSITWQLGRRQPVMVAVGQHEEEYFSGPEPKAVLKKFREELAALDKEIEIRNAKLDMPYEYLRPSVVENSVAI
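Purified human 15hLO-1 (40 nM final) in 25 mM Hepes pH 7.5, 0.01% Triton X-100 was preincubated with compound 15 min at room temperature, then reacted 6 min with 50 uM arachidonic acid; hydroperoxide detected by Fe-XO, 573/405 nm absorbance ratio.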
Texas Red fluor – qHTS Assay for Spectroscopic Profiling in Texas Red Spectral Region; AID 587, 2007; Compound fluorescence, Texas Red channel, 547/618 nm; hits give high values; max dye-equivalent concentration, M; hit rate 0.06% among 59,000; in the data active = max dye-equivalent concentration above about 10 nM; inconclusive = between about 1.1 nM and that limit
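Compound fluorescence was read after 15 min at room temperature in 100 mM Tris, pH 8.0, using 547 nm excitation and 618 nm emission across a concentration series. It was expressed as Texas Red dye-equivalent concentration from an on-plate standard curve.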
* = called active by the depositor; i = inactive; u = inconclusive; x = no result given; [ ] = remark or other dose. Unless noted, calls follow the shape of the dose curve; as a rule, active = well fitted curve in the direction sought with a large enough effect; inconclusive = small, poorly fitted or top-dose-only effect, or another doubt; inactive = no such curve, though single readings can be large; an effect the other way counts as inactive or inconclusive. A portion of the library, so the mix of outcomes need not match the whole.

compound	Ub-GFP proteasome	HADH2 inhib	HBB splice mod	GFP derepression	4MU fluor	Rhodamine fluor	DNA Pol III inh	Hsp90 Hop PPI	Fluorescein fluor	ALOX15 inhib	Texas Red fluor
COc1cc(Br)c(S(=O)(=O)Nc2c(C)n(C)n(-c3ccccc3)c2=O)cc1OC	-3.2%	3.0%	-1.4%	0.0%	i	i	-0.7%	-4.8%	i	8.6%	i
Cc1nc2ccccc2cc1O	x	x	x	0.0%[20.6 µM]	2.27e-06M*	i	x	x	u	x	i
C/C=C/COC(=O)c1[nH]c2c(c1C)C(=O)CC(c1ccc(N(C)C)cc1)C2 (stereo unspecified)	-1.5%	7.3%	-0.3%	3.4%	x	x	0.2%	-5.6%	x	4.2%	x
CC1CCCN(C(=O)C23CCC(C)(C(=O)C2)C3(C)C)C1 (stereo unspecified)	7.1%	-1.8%	-1.5%	-0.3%	x	x	-1.9%	-2.2%	x	7.6%	x
O=C(O)CN1C(=O)C2C3C=CC(C3)C2C1=O (stereo unspecified)	4.4%	-6.5%	0.4%	x	x	x	6.4%	-2.0%	x	-9.1%	x
O=C(O)CCCCCCC1C(=O)NC(=O)N1CCC(O)C1CCCCC1 (stereo unspecified)	x	x	x	11.5%[20.6 µM]	i	i	x	x	i	x	i
CCSC(C)CC1CC(=O)CC(=O)C1 (stereo unspecified)	2.9%	-1.8%	-1.7%	-3.8%	x	x	-0.5%	-2.1%	x	-13.9%	x
CC1CCN(c2nc(-c3ccncc3)nc3ccccc23)CC1	12.7%	-2.3%	-5.4%	2.5%	x	x	2.1%	4.7%	x	-7.5%	x
Cn1c(=O)n(CCc2ccccc2)c(=O)c2c1nc1n2CCCN1CCc1ccccc1	x	-7.8%	2.6%[0.369 µM]	0.5%	i	i	1.4%	-11.8%	u	-29.0%	i
Cc1ccc(-c2noc(CCCC(=O)Nc3cccnc3)n2)cc1	-4.4%	5.5%	-3.9%[57.5 µM]	-2.2%	i	i	2.6%	-0.8%	i	6.3%	u
O=c1n(CCCN2CCN(c3cccc(Cl)c3)CC2)nc2ccccn12	-5.1%[20.5 µM]	u	1.3%[20.6 µM]	3.8%[20.6 µM]	2.96e-08M*	i	-2.8%[25.6 µM]	-1.5%[26 µM]	u	-7.0%	i
COc1cccc2cc(C(=O)OC3CCN(C)CC3)c(=O)oc12	0.0%	-5.5%	-0.6%	2.3%	x	x	-8.0%	-6.5%	x	1.0%	x
CCOC(=O)C1=C(C)NC(=O)NC1c1ccoc1 (stereo unspecified)	-2.6%	-3.1%	x	0.0%	u	i	-9.3%	0.7%	i	10.6%	i
Cc1cc(=O)[nH]c(SCC2(O)C3CC4CC(C3)CC2C4)n1 (stereo unspecified)	0.9%	2.8%	3.5%[0.369 µM]	2.2%	i	i	-6.6%	-1.1%	i	9.3%	i
CCOC(=O)CSc1nc2ccccc2c(=O)n1CC1COc2ccccc2O1 (stereo unspecified)	0.0%	3.2%	1.2%	2.6%	i	i	-1.4%	-2.9%	i	-1.1%	i
CCCCCOC(=O)C1[C@H]2C(=O)N(CCCOC)C[C@]23C=C[C@H]1O3 (stereo partly specified)	-3.1%	2.3%	-1.1%	0.2%	i	i	-10.1%	-11.3%	i	-5.0%	u
Cn1c(Cc2csc(N)n2)nnc1SC/C=C/c1ccccc1	0.0%	4.5%	4.1%	2.6%	i	i	1.9%	u	u	34.6%[activator]	u
CCCn1c(N2CCN(CC(=O)Nc3ccc4c(c3)OCCO4)CC2)nc2ccccc21	1.7%	0.4%	-3.1%	3.6%	i	i	2.1%	-6.0%	i	-18.1%	i
C=CC(C)(C)c1[nH]c2ccccc2c1C1=C(O)C(=O)C(c2c[nH]c3c(CC=C(C)C)cccc23)=C(O)C1=O	-3.9%	-12.0%	x	0.0%	x	x	1.26µM*	u	x	u	x
COc1cccc(C2=NOC(C(=O)Nc3cccc(C(C)=O)c3)C2)c1OC (stereo unspecified)	-3.3%	u	-0.8%	0.0%	i	i	0.7%	-1.8%	i	-2.2%	i
Cc1ccc(CC2(O)CC(C)N(C)CC2C)c(C)c1 (stereo unspecified)	2.6%	-5.7%	-1.9%	2.9%	i	i	-6.9%	-6.6%	i	-1.9%	u
CC1CN(C(=O)c2cc3ccccc3oc2=O)CC(C)O1 (stereo unspecified)	4.2%	-2.8%	-0.8%[9.22 µM]	6.5%	x	x	-0.5%	0.3%	x	2.2%	x
COc1ccccc1Cc1nc(-c2ccc(C)cc2)no1	1.6%	-10.4%	-0.2%	2.1%	1.6e-08M*	i	-2.2%	u	i	0.6%	i
COc1ccccc1OCc1ccc(C(=O)NCc2ccco2)o1	-4.1%	-7.9%	-0.9%	-3.2%	u	i	-1.3%	u	i	-8.5%	i
COc1ccc(C(=O)Cn2c(Br)nc3c2c(=O)n(C)c(=O)n3C)cc1OC	x	x	x	2.3%[20.6 µM]	i	i	x	x	i	x	i
C/C=C/c1ccc(OCCN2C(=O)NC(C)(C)C2=O)c(OC)c1	-8.3%	9.2%	0.4%	0.0%	i	i	2.3%	-2.5%	i	-1.7%	u
CC1(C)Cc2nc(N)c(C(=O)NCCO)cc2CO1	x	x	x	0.0%[20.6 µM]	1.41e-07M*	i	x	x	i	x	i
CC(=O)NCCNc1nc(-c2ccccc2C(F)(F)F)nc2ccccc12	-7.8%	2.0%	0.2%	-2.9%[9.22 µM]	i	i	-4.0%	1.5%	u	-18.2%	i
C=CCn1c(=S)[nH]c2nc3c(cc2c1=O)CCCC3	x	x	x	2.2%[20.6 µM]	u	i	x	x	i	x	i
COc1ccc([C@@H]2CC(=O)c3c(O)cc(O[C@H]4O[C@@H](CO[C@H]5O[C@@H](C)[C@@H](O)[C@@H](O)[C@@H]5O)[C@@H](O)[C@@H](O)[C@@H]4O)cc3O2)cc1O	6.4%[20.5 µM]	-2.0%[25.6 µM]	1.4%[20.6 µM]	0.6%[20.6 µM]	i	i	-1.5%[25.6 µM]	-1.5%[26 µM]	u	7.1%[25.6 µM]	i
Cc1ccc(S(=O)(=O)N2CCCC2C(=O)n2nc(C)cc2C)cc1 (stereo unspecified)	-2.0%	-2.5%	-0.6%	7.3%	i	i	-0.2%	-3.6%	i	-15.2%	i
O=C(CCCCC(=O)N1CCN(c2ccccc2)CC1)N1CCN(c2ccccc2)CC1	-5.8%[9.17 µM]	0.5%[11.4 µM]	-1.1%[0.0738 µM]	-0.5%	x	x	2.1%[11.4 µM]	-6.7%[11 µM]	x	3.1%[11.4 µM]	x
CN(C)Cc1ccccc1-c1ccc2ncnc(N3CCOCC3)c2c1	4.9%	16.4%	-1.0%	0.7%[9.22 µM]	i	i	-8.5%	1.5%	i	7.8%	i
Cc1ccc(N(CC(=O)NCC2CCCO2)S(C)(=O)=O)cc1Cl (stereo unspecified)	-2.0%	10.3%	-0.1%[57.5 µM]	-1.9%	i	i	-2.6%	1.7%	i	16.7%	i
c1coc(-c2nc(-c3ccncc3)no2)c1	7.4%	13.3%	-0.7%	-2.9%	i	i	-2.4%	-1.2%	i	-2.4%	i
CC(C)CCOCC(=O)Oc1ccccc1C(=O)O	x	3.1%	0.4%[0.369 µM]	1.6%	i	i	-9.5%	2.6%	i	5.2%	u
COc1ccccc1N1CCN(C(c2ccccc2Cl)c2nnnn2C(C)(C)C)CC1 (stereo unspecified)	3.0%	9.5%	0.0%[57.5 µM]	0.0%	i	i	u	0.5%	u	4.5%	i
Cc1cc(NC(=O)CCC(=O)N(CCC(C)C)CC(=O)NCC2CCCO2)no1 (stereo unspecified)	4.2%	7.8%	-1.2%	0.0%	u	i	-6.2%	-1.7%	u	-15.0%	u
CCCc1cc(C(N)=O)c(NC(=O)c2ccco2)s1	-3.0%	-15.7%	-0.6%	-3.3%	u	i	-8.2%	-3.2%	u	-18.0%	i
COc1cccc2c1OC1(C)CC2NC(=O)N1c1cccc(C(=O)N2CCN(c3ccccn3)CC2)c1 (stereo unspecified)	-2.6%	6.7%	1.6%	0.2%	i	i	-11.4%	u	i	-5.0%	i
COC(=O)[C@H](C)NC(=O)Nc1ccc(Oc2ccccc2)cc1	8.6%	4.1%	-0.4%	2.9%	i	i	1.5%	-1.7%	u	-1.4%	i
